mcGAS RapidFire – inhibitors of Mus musculus cyclic GMP-AMP synthase, initial high-throughput assay, cell-free, RapidFire MS; Q8C6L5; recombinant mouse cGAS, cGAMP by RapidFire MS; inhibition, % at 12.5 µM; 130,000 compounds, 0.18% hits;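 active = inhibition of cGAS enzyme activity at or above 60%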;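 note: enzyme stimulated by 45 bp dsDNA with ATP and GTP substrates; cGAMP share of summed cGAMP plus half ATP and half GTP signals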
Target sequence (Q8C6L5 whole entry, looked up): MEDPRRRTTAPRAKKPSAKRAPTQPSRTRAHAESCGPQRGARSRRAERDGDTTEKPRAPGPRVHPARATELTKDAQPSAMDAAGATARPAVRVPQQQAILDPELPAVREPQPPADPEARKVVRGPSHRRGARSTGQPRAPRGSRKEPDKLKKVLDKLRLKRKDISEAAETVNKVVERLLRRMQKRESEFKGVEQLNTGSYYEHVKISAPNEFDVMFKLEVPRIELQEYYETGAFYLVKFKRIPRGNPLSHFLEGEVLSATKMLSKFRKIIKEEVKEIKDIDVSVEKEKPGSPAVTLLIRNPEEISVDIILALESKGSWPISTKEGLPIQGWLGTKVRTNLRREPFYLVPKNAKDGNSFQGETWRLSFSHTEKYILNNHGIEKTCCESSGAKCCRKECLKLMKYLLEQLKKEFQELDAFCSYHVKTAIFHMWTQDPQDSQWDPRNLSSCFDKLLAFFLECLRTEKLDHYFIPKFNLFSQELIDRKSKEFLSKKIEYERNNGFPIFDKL
* marks the source's active call; other numbers are inactive results; & = joins results of further samples. This is a subset (hit frequency here may not be typical).

| structure | mcGAS RapidFire |
| --- | --- |
| COc1ccc(CN2CC34C=CC(O3)C(C(=O)N3CCCC5CCCCC53)C4C2=O)c(OC)c1 (centres undefined) | -2 |
| CN(C)CCn1nnc2c(=O)oc3ccccc3c21 | 0 |
| N#Cc1cccc(NC(=O)NCc2nc(-c3ccncc3)cs2)c1 | -1 |
| CN(C(=O)Cn1ccc(=O)[nH]c1=O)C1CCCc2ccccc21 (centres undefined) | -4 |
| CCn1c(C2CCCN(C(=O)c3sccc3NC(C)=O)C2)nn(C)c1=O (centres undefined) | 6 |
| Cc1nn(C)c(Cl)c1CNC(C)C(C)n1cccn1 (centres undefined) | -10 |
| Clc1ccc2nc(CSc3ncnc4sccc34)[nH]c2c1 | 1 |
| Cc1noc(CSCC(=O)Nc2cc3c(C)cc(=O)oc3cc2C)n1 | -21 |
| CN(CC(=O)N1CCC(c2ccccc2)=N1)S(=O)(=O)c1ccc(Cl)cc1 | -16 |
| CNC(=O)c1cc(C)ccc1NCC(=O)Nc1ccc(Cl)cn1 | -6 |
| O=C(c1ccco1)N1CCN(Cc2cn[nH]c2-c2cc3ccccc3o2)CC1 | -9 |
| CC(C)[C@H](NC(=O)c1ccco1)C(=O)O | -1 |
| COCCn1ccc2nc3ccn(CCO)c(=O)c3cc2c1=O | -7 |
| CCC(=O)Nc1ccc(C)c(NC(=O)c2ccc3c(c2)CCO3)c1 | -4 |
| NC(=O)c1c(N)sc2c1CCCCC2 | -5 |
| c1nc(N2CCN(CCN3CCCC3)CC2)c2c3c(sc2n1)CCCCC3 | -6 |
| Cc1cc(Cl)ccc1N1CCNC(C)C1=O (centres undefined) | -11 |
| OCC(O)CSCc1sccc1Br (centres undefined) | -11 |
| Cc1ccccc1-c1ccc2c(c1)COCC(=O)N2CC1CC1 | -15 |
| COc1cccc(Cc2nnc(NC(=O)COC3CCCC3)s2)c1 | -9 |
| NC(=O)CN1CCN(c2nc(C=Cc3ccccc3)nc3sc4c(c23)CCCC4)CC1 | -13 |
| Cc1cccc(C2c3[nH]c4ccccc4c3CCN2C(=O)CN2CCCCC2=O)c1 (centres undefined) | -7&0 |
| Cc1ccn2c(=O)c(NC(=O)CCCc3ccccc3)c(C)nc2c1 | -13 |
| Cc1nnc(-c2ccc(C(=O)NCCc3ccc(C(F)(F)F)cc3)cc2)o1 | 6 |
| COc1ccc([C@@H](C)NC(=O)N2CCC(O)(c3ccc(C)cn3)CC2)cc1 | -37 |
| CC(=O)OCC(=O)[C@@]1(O)CCC2C3CCC4=CC(=O)CC[C@]4(C)C3C(=O)C[C@@]21C (some centres undefined) | -2 |
| CS(=O)(=O)c1cc(C(=O)NC2(c3ccccc3)CCC2)ccc1Cl | 6 |
| COCCNC(=O)c1cc(N2CCCN(C)CC2)ccn1 | -16 |
| N#CCC(Cc1ccccc1)c1ccco1 (centres undefined) | -5 |
| Cc1csc(NC(=O)CN(Cc2ccc(O)cc2)CC2CC2)n1 | -13 |
| O=C(Nc1cccc2ccccc12)N1CCCC(C2OCCO2)C1 (centres undefined) | -4 |
| O=C(Cn1nc(C2CC2)c2cnn(-c3ccccc3)c2c1=O)Nc1ccc(F)cc1 | -8 |
| COc1c(F)cc(C(=O)N2CCC(c3ccc(C(=O)O)cc3)C2)cc1F (centres undefined) | -35 |
| Cc1c(C(=O)NC2CCCCC2)oc2ccccc12 | -2 |
| O=C(NN(c1ccccc1)c1ccccc1)C1CCCC1 | -15 |
| CN1CC2(CCCN(C(=O)Nc3ccccc3)CC2)OC1=O (centres undefined) | -14 |
| Cc1c(Br)c(C(=O)N2CCN3CCCC3C2)nn1C (centres undefined) | -28 |
| Cc1ccccc1S(=O)(=O)NC(=O)C1(C)CCN1C(=O)c1cccc2ccccc12 (centres undefined) | -9 |
| CN1CCN2C[C@@H](NC(=O)C3=CC(=O)CC(C)(C)O3)C[C@H]2C1 | -9 |
| COc1ccc(NC2CCCN(C(=O)CCOc3ccccc3)C2)cc1 (centres undefined) | -7 |
| CC1CCN(CC2CCCN(C(=O)C3CCCN3C(=O)C(C)(C)C)C2)CC1 (centres undefined) | -4 |
| Cc1cc(C)c(NC(=O)CCCNC(=O)c2cccs2)c(C)c1 | -6 |
| NC(=O)CCn1cc(-c2ccc(F)cc2Cl)cn1 | -9 |
| COc1cccc(C2=C(C(C)=O)Sc3nnc(-c4ccccc4)n3N2C(C)=O)c1 | 1 |
| Cc1cc(-c2cccc(F)c2)nnc1NCc1cnn(C)c1 | 2 |
| c1ccc2cc(NCc3nnc4n3CCCCC4)ccc2c1 | -4 |
| CCNC12CC3CC(CC(C3)C1)C2 | 19 |
| Cc1cc2nc(Sc3nnc(C)s3)c3ccccc3n2n1 | -5 |
| Cc1ccccc1-c1cccc(C(=O)N2CC3(CCNCC3)CC2C(=O)O)c1 (centres undefined) | 0 |
| O=C(O)C1CC=C(Cl)CC1C(=O)Nc1cncs1 (centres undefined) | -6 |
| COc1ccc(Br)c(C(=O)N2CCC3(CCc4ccccc43)CC2)c1 | -7 |
| CCOc1ccc(NC(=S)N(C)Cc2cccs2)cc1 | 1 |
| O=C(Nc1cccc(S(=O)(=O)Nc2ccc(Br)cc2)c1)C1CCCCC1 | 24 |
| COc1ccc(NC(=O)CSc2nnc(CNC(=O)c3ccccc3C(F)(F)F)n2-c2ccc([N+](=O)[O-])cc2)cc1 | -3 |
| CCCCNc1nnnc2c1sc1nc(N3CCOCC3)c3c(c12)CC(C)(C)OC3 | -19 |
| CC(Cc1ccc2ccccc2c1)NC(=O)NC1CCN(C)C1=O (centres undefined) | -1 |

(cont.)
| structure | mcGAS RapidFire |
| --- | --- |
| Cc1c(C(=O)NCc2ccccn2)sc(=O)n1Cc1ccc(C(=O)N(C)C)cc1 | -2 |
| Cc1ccc(Nc2nc(N3CCN(C(=O)c4ccco4)CC3)nc3[nH]ncc23)cc1 | -4 |
| CN(C)[C@@H]1C[C@@H](CO)N(Cc2ccc(Oc3ccccc3)nc2)C1 | -4 |
| COCCNC(=O)Cc1ccc(NS(=O)(=O)c2ccc(NC(C)=O)cc2C)cc1 | -1 |
| CC(C)(C)OC(=O)NC1CCN(C(=O)c2cc3ccccc3s2)CC1 | -14 |
| CC1CC(=O)Nc2c1c(N)nn2C (centres undefined) | -2 |
| O=C(CC(c1ccccc1)c1ccccc1F)N1CCC(CO)CC1 (centres undefined) | -7 |
| O=C(Cn1nc(-c2ccco2)oc1=O)Nc1cc(Cl)cc(Cl)c1 | -2 |
| COc1ccc(OC)c(C(=O)N2CCCC(N3CCN(c4ccccc4C)CC3)C2)c1 (centres undefined) | -7&-2 |
| Cc1ccc(S(=O)(=O)N(C)CC(=O)N2CCOCC2)cc1 | -6 |
| COc1ccnc(NCC2(c3ccccc3)CCC2)n1 | -7 |
| c1ccc(CN2CCC(NCc3ccc(-n4cncn4)cc3)CC2)nc1 | -6 |
| Cc1[nH]nc(-n2cnc3ccccc3c2=O)c1-c1ccc(F)cc1 | -7 |
| CC(C)(C)c1ccc(CC(=O)N2CCC2(C)C(=O)NC2CCCCCC2)cc1 (centres undefined) | -2 |
| CSCc1nc2sc3c(c2c(=O)[nH]1)CCCC3 | 4 |
| O=c1c2cnc(N3CCCC3)nc2ccn1-c1cccc(F)c1 | -10 |
| CCC(C)(C#N)NC(=O)CC1CCCO1 (centres undefined) | -1 |
| O=C(c1cc(-n2cnnn2)ccc1O)N1CCCC(CCc2ccc(F)cc2)C1 (centres undefined) | 9 |
| Cc1cccc2c(-c3cc(C(N)=O)ccn3)c[nH]c12 | 5 |
| COc1cccc(NC(=O)NCCS(=O)(=O)c2c(C)n(Cc3ccccc3)c3ccccc23)c1 | -11 |
| COc1ccc([N+](=O)[O-])cc1NC(=O)c1c([N+](=O)[O-])cnn1C | -3 |
| COc1ccc(OCCSc2nnc(-c3c[nH]c4ccccc34)o2)cc1 | -6 |
| CNc1ncc(CN(C)C(=O)c2cc(CC(C)C)nn2C)cn1 | -47 |
| COc1cc(NC=c2c(C)c(C#N)c3nc4ccccc4n3c2=O)cc(OC)c1 | 20 |
| CCn1ccnc1CN(C)C(=O)[C@@]12CNC[C@@H]1CN(C(=O)COC)C2 | -1 |
| CCC(C)c1c(O)nc2n(c1=O)CCCS2 (centres undefined) | -17 |
| CN(CC(=O)NCc1ccccc1F)Cc1nc2ccccc2n1C | -10 |
| Cc1ccc(CN2CCCN(S(=O)(=O)c3ccc(S(=O)(=O)N4CCOCC4)cc3)CC2)cc1 | -8 |
| O=c1c2ccccc2sc2ccc(NS(=O)(=O)c3ccccc3)cc12 | -16 |
| Nc1ncnc2c1ncn2[C@@H]1O[C@H](COP(=O)(O)O)[C@@H](O)[C@H]1O | 9 |
| CC(C)(C)NC(=O)[C@@H]1CCCC[C@@H]1C(=O)NCCc1cnc[nH]1 | -14 |
| O=C(c1n[nH]c(C2CC2)c1Br)N1CCCCCCC1 | -8 |
| COc1cc(-c2nc(CN3CCCCC3CCN3CCCC3=O)c(C)o2)ccc1F (centres undefined) | -8&-7 |
| CCn1c(SCC(=O)N2CCCC2=O)nnc1-c1cccs1 | 3 |
| CCOC(=O)C1(NCCn2cccn2)CCCCC1 | -5 |
| Cc1cc(-c2csc(NC(=O)C3CCC3)n2)c(C)n1Cc1ccccc1 | 0 |
| CCc1ccc(C2=Nn3c(Cc4ccccc4F)nnc3SC2)cc1 | -9 |
| Cc1oc2cc(Br)c(OCC(=O)C(C)(C)C)cc2c1C(=O)OC(C)C | -4 |
| CCOC(=O)COc1ccc2snnc2c1Cl | -9 |
| CCc1ccc(CN(C)C(=O)NC(C)c2cccs2)cc1 (centres undefined) | 1 |
| Cc1nc(C(=O)NCc2csc(-c3ncccn3)n2)cs1 | -13 |
| Cn1c(=O)c2c(ncn2CCC(=O)N2CCCCC2)n(C)c1=O | -1 |
| CN(C)Cc1ncccc1O | 2 |
| Cc1ccccc1-n1ncc(C(C)NC(=O)CCc2c(C)nn(C)c2C)c1C (centres undefined) | -3 |
| Cc1ccccc1CN(C)C(=O)c1ccco1 | -11 |
| COc1ccc(NC(C)C(=O)NC2CCCCC2)cn1 (centres undefined) | -2 |
| Cc1nc(CN2CCN(c3nc4nonc4nc3N3CCOCC3)CC2)cs1 | 8 |
| Cc1occc1C(=O)Nc1ccc(N2CCOCC2)cn1 | -16 |
| O=c1c2cccc3cccc(c32)c2nc3ncc(Br)cc3n12 | -4 |
| CC(C)CC(Nc1nc(-c2cccnc2)nc2c1CNC2)c1ncnn1C (centres undefined) | -11 |
| O=C(O)c1cccc(-n2ccnn2)c1 | 0 |
| CS(=O)(=O)NC1CCCN(Cc2ccccc2Oc2cccnc2)C1 (centres undefined) | -3 |
| CN(Cc1ccc(N2CCCCC2)cc1)C(=O)Nc1ccccn1 | -4 |
| Cc1[nH]ncc1-c1nc(-c2ccc(F)cc2)c(-c2ccc(F)cc2)[nH]1 | -1 |
| Cc1ccccc1-c1cnc(-c2ccncc2)nc1C1CCCN(Cc2ccc(O)cc2)C1 (centres undefined) | 2 |
| CCCCNC(=O)COc1c(C)cc(Br)cc1C | -1 |

(continued)
| structure | mcGAS RapidFire |
| --- | --- |
| Cn1c(=NN=Cc2ccccc2C(F)(F)F)sc2ccccc21 | -12 |
| COc1ccc(C2NC(=O)NC3=C2C(=O)N(CCC(C)C)C3)cc1OC (centres undefined) | -4 |
| Cc1ccc(-c2cccc(C(=O)N3CCCC(Nc4ccc5c(c4)OCO5)C3)c2)o1 (centres undefined) | -2 |
| CN(C)C(=S)Nc1ccccc1Cl | -1 |
| COc1ccc(Cl)cc1CN1c2cccc3cccc(c23)S1(=O)=O | -2 |
| CN1CCCC(n2nc(Cc3ccc(Cl)cc3)c3ccccc3c2=O)CC1 (centres undefined) | -16&-2&0 |
| COc1ccc(CC(=O)O)cc1S(=O)(=O)N1C[C@@H]2[C@@H]3CC[C@@H](C3)[C@@H]2C1 | -42 |
| Cc1cc(C)cc(NC(=O)CN2CCCC2c2ccc3c(c2)OCCCO3)c1 (centres undefined) | -5 |
| CCCCC1C=CCN1C(=O)CS(C)(=O)=O (centres undefined) | -9 |
| O=C(NC1CC(=O)N(Cc2cccc(F)c2)C1)c1ccccn1 (centres undefined) | -2 |
| O[C@@H]1CN(Cc2cccc(C(F)(F)F)c2)CC[C@H]1N1CCCCCC1 | -4 |
| Cc1nc2c(c(C(F)(F)F)n1)CC(C(=O)O)CC2 (centres undefined) | 14 |
| O=C(Nc1ccc(Oc2ccccc2)nc1)C1CCN(C(=O)C2CCCCO2)CC1 (centres undefined) | -6&-2 |
| CC12CN(C(=O)c3ccccc3)C3(C#N)CC1CCC23C (centres undefined) | -1 |
| O=C(NC(c1ccccc1)C1CCC1)c1n[nH]c(=O)c2ccccc12 (centres undefined) | -7 |
| COc1ccc(NC(=O)NC2CN(C(=O)OC(C)(C)C)C2)cn1 | -4 |
| CCOC(=O)c1c(C)n(C)c2ccc(OC(C)=O)c(S(=O)(=O)c3ccccc3)c12 | -8 |
| Cc1cc(C)n(Cc2ccc(C(=O)N3CCCC(Nc4ccc(C(C)C)cc4)C3)cc2)n1 (centres undefined) | -2 |
| Cc1cccnc1CC(C)NC(=O)c1c(Cl)c(C(F)(F)F)nn1C (centres undefined) | -22 |
| CN(C(=O)c1ccc(-n2cnnc2)cc1)C1CCCc2ccccc21 (centres undefined) | -9 |
| COc1ccc(-c2nc3ccccc3n2C(=O)c2ccccc2C(=O)O)cc1 | -5 |
| Cc1nc2c(c(N(C)Cc3cccc4cnccc34)n1)CNC2 | 11 |
| C=CCn1c(SCc2c(C)noc2C)nc2sc(C)c(C)c2c1=O | -2 |
| O=c1ccc(-c2ccco2)nn1CCCNS(=O)(=O)Cc1ccccc1 | 0 |
| CN(CC(=O)c1ccc(O)cc1)Cc1cccc2c1OCO2 | -10 |
